# Screens as filed in PubChem BioAssay.
# NS5 inhibitors: flavivirus cap methylation enzyme inhibition – biochemical, confirmation dose response, primary screen (AID 588689); Dengue-2 NS5 methyltransferase capping enzyme assay, biochemical; higher % means a stronger effect; inhibition, % at 25 µM, or IC50 in µM where a hit was titrated; 0.3% of 340,000 active; in the data active = a potency from the dose series; inconclusive = inhibition above about 29% without an active follow-up result
# SV40 large T antigen: TAg ATPase/helicase activity blockers – biochemical (AID 1903); one-dose inhibition, % at 20 µM; IC50 in µM for titrated hits; 0.39% of 310,000 active; SV40 large T antigen ATPase/helicase inhibition assay; higher % means a stronger effect; in the data active = a potency from the dose series; inconclusive = inhibition mostly from about 32% at the one dose, without a potency; inactive = the rest, 99 in 100 with inhibition below about 32%; note: strong numbers were not always called active
# Yfh1-off respiration: mitochondrial function rescue without frataxin homolog – Friedreich's ataxia, plus single-dose screen, dose response (AID 1465). fold induction at 50 µM; hits with a dose series show EC50 in µM. 0.074% of 220,000 active. S. cerevisiae Yfh1-off respiration, WST-1 reduction, 72 h; higher fold induction means a stronger effect;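 active = fold induction of absorbance versus untreated yeast above a set limit, then at least 30% activation at any dose in follow-up; inconclusive = repeats straddling the limit, or above it without dose testing; inactive = fold induction below the set limit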;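 note: activators that raise dye reduction in frataxin-depleted yeast; strong numbers were not always called active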
# RSV CPE inhibition: RSV antiviral activity via CPE protection, HEp-2 cells, primary 10 µM value included (AID 2391) | HEp-2 cells, RSV-induced CPE inhibition; higher % means a stronger effect | CPE inhibition, % at 10 µM; hits with a dose series show IC50 in µM | 0.13% of 310,000 active; in the data active = a potency from the dose series; inconclusive = CPE inhibition mostly from about 23% at the one dose, without a potency; inactive = the rest, 99 in 100 with CPE inhibition below about 21%; note: strong numbers were not always called active
# West Nile virus CPE: inhibition of WNV-induced cytopathic effect – cell-based, CPE readout (AID 1621); CPE inhibition, % at 10 µM, or IC50 in µM where a hit was titrated; West Nile virus-infected cells, CPE inhibition; higher % means a stronger effect; 0.02% of 290,000 active; in the data active = a potency from the dose series; inconclusive = CPE inhibition mostly from about 3.7% at the one dose, without a potency; inactive = the rest, 99 in 100 with CPE inhibition below about 2.2%; note: strong numbers were not always called active
# UTI89 phage lysis: inhibition of K1F phage lysis, E. coli UTI89, bacterial capsule biogenesis inhibitors, alamar blue (AID 488966); E. coli UTI89 K1F phage lysis, alamar blue, 2 h; higher % means a stronger effect; inhibition, % at 100 µM, or IC50 in µM where a hit was titrated; 0.02% of 340,000 active;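 active = phage lysis inhibition, versus mean bacterial control, above a set limit; inconclusive = no clear call, values can overlap the other calls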;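 note: capsule biogenesis inhibitors block K1F phage lysis so surviving cells raise fluorescence; higher fluorescence means more inhibition of phage lysis; actives were called in the ten point dose series up to 300 µM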
# CSM14.1 death rescue: rescue of cells from ER stress-induced death, primary screen, 384-well, CSM14.1, thapsigargin, ATP luminescence (AID 1222); CSM14.1 thapsigargin-induced death rescue, ATP luminescence; higher % means a stronger effect; cellular ATP content (survival), % at 20 µM; hits with a dose series show EC50 in µM; 190,000 tested, under 10 active;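 active = EC50 below 50 µM in the dose-response confirmation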;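 note: death triggered by thapsigargin at about 15 µM added after 2 h compound pretreatment; cell ATP read after overnight thapsigargin exposure of roughly 18 to 22 hours; normalized against plate controls of thapsigargin alone and 5% DMSO vehicle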
# XIAP antagonists: XIAP antagonists, biochemical, IAP family, fluorescence polarization (AID 1018); XIAP BIR domain, fluorescence polarization peptide displacement; higher % means a stronger effect; displacement, % at 20 µM; hits with a dose series show IC50 in µM; 0.007% of 200,000 active; in the data active = displacement above about 50%; note: a part of the inactive calls stands beside numbers as strong as those of hits
# WT yeast gro inh: growth inhibition of WT yeast, mitochondrial fusion screen | 2.1% of 190,000 active | mitochondrial fusion phenotypic screen, WT strain | AID 1362 | inhibition, % at 10 µM; in the data active = inhibition above about 58%; tested in S. cerevisiae
# WT yeast gro inh mutant strain: also measured in WT yeast gro inh; calls as there; inhibition, %; mitochondrial fusion phenotypic screen, mutant strain inhibition
# Active calls of the source: *; i = inactive; ? = inconclusive; · = not tested or not shown; [ ] = remark or other dose.
mol	NS5 inhibitors	SV40 large T antigen	Yfh1-off respiration	RSV CPE inhibition	West Nile virus CPE	UTI89 phage lysis	CSM14.1 death rescue	XIAP antagonists	WT yeast gro inh	WT yeast gro inh mutant strain
COCCN(C(=O)COC(=O)CCOc1ccccc1C)c1c(N)n(Cc2ccccc2)c(=O)[nH]c1=O	2%	24%	·	-0.1%	·	0.4%[50 µM]	·	·	·	·
COc1ccccc1C(=O)NNC(=O)c1ccc2ccccc2c1	0%	12%	·	0.6%	-0.3%	0.4%	·	·	·	·
O=C(O)[C@@H]1CC(O)CN1C(=O)CCc1c[nH]c2ccccc12 (stereo partly specified)	-6%	5%	·	1.3%	-0.3%	0.2%[50 µM]	·	·	·	·
O=C(NCCCN1CCOCC1)C(=O)NCC1OCCN1S(=O)(=O)c1ccc(F)cc1 (stereo unspecified)	-6%	0%	·	-0.3%	0.2%	1.0%[50 µM]	·	·	·	·
CN(C(=O)c1cc2c(=O)n3ccccc3nc2n1C)C1CCCCC1	1%	10%	·	0.0%	0.0%	1.0%[50 µM]	·	·	·	·
COc1cccc(C2CC(c3ccc(Cl)cc3)Nc3nc(N)nn32)c1 (stereo unspecified)	-2%	-1%	i	-0.5%	0.3%	0.6%	·	-5.5%	7	-6
COc1cc(C#CC#CCN2CCCCC2)ccc1O	-7%	10µM*	i	1.2%	-0.2%	6.7%	-1.2%	-1.7%	1	5
CCc1ccccc1NC(=O)C1NC(=O)CC1c1ccccc1 (stereo unspecified)	-1%	0%	i	0.5%	0.0%	3.4%	-1.1%	0.6%	-1	1
O=C(CSc1ncnc2c1oc1ccccc12)NC1CCCCC1	5%	4%	i	3.8%	0.0%	-0.6%	-0.4%	-6.6%	2	-8
COc1ccccc1C(=O)Nc1ccc(C(=O)/C=C/c2cccs2)cc1	-4%	8%	i	?	-1.2%	0.2%	0.0%	-8.8%	11	-7
CCC(=O)c1c(NC(CC)CO)cc(C)oc1=O (stereo unspecified)	-6%	0%	i	-2.6%	0.8%	0.4%	-7.9%	-4.1%	7	2
CC(C)(C)c1ccccc1OCC(=O)NCCCn1ccnc1	-9%	11%	·	0.2%	-1.4%	0.2%	·	·	·	·
Cc1ccc(C(=O)Oc2ccccc2C(=O)N2CCOCC2)cc1	2%	2%	i	2.2%	-0.4%	1.2%	-2.0%	-11%	-8	-5
O=C(O)Cn1cnc2sc3c(c2c1=O)CCCC3	·	-2%	i	2.5%	0.6%	0.5%	1.2%	-3.6%	-11	-3
CC1CN(C(=O)CCc2cc(C(C)(C)C)c(O)c(C(C)(C)C)c2)CC(C)O1 (stereo unspecified)	-7%	18%	·	2.1%	0.1%	0.1%	·	·	·	·

# An excerpt of these results, with values under each structure.
# Second line of a record: NS5 inhibitors | SV40 large T antigen | Yfh1-off respiration | RSV CPE inhibition | West Nile virus CPE | UTI89 phage lysis | CSM14.1 death rescue | XIAP antagonists | WT yeast gro inh | WT yeast gro inh mutant strain
- O=C(NCCCN1CCOCC1)C(=O)NCC1OCCN1S(=O)(=O)c1ccc(F)cc1 (stereo unspecified)
 : -6% | 0% | · | -0.3% | 0.2% | 1.0%[50 µM] | · | · | · | ·
- O=C(O)[C@@H]1CC(O)CN1C(=O)CCc1c[nH]c2ccccc12 (stereo partly specified)
 : -6% | 5% | · | 1.3% | -0.3% | 0.2%[50 µM] | · | · | · | ·

# Carrying on:
mol	NS5 inhibitors	SV40 large T antigen	Yfh1-off respiration	RSV CPE inhibition	West Nile virus CPE	UTI89 phage lysis	CSM14.1 death rescue	XIAP antagonists	WT yeast gro inh	WT yeast gro inh mutant strain
COc1ccc(S(=O)(=O)NN(C)C)cc1N(C)S(=O)(=O)c1ccc(Cl)cc1	-1%	9%	i	0.8%	-0.3%	0.2%	1.3%	-3.0%	16	4
O=C(C1CCN(S(=O)(=O)c2cccc3cccnc23)CC1)N1CCCCC1	-7%	3%	·	1.7%	-0.1%	0.2%	·	·	·	·
CC1(C)Cc2cccc(Oc3cc(NN4CCCCC4)c([N+](=O)[O-])cc3[N+](=O)[O-])c2O1	-3%	1%	·	0.8%	-0.8%	0.7%	·	·	·	·
CCOC(=O)Cn1c(CN2CCc3ccccc3C2)nc2c1c(=O)n(C)c(=O)n2C	-1%	10%	i	0.6%	-0.1%	2.7%	0.0%	-1.0%	17	-1
Cc1ccc(CS(=O)(=O)Cc2ccc(C(=O)NCc3ccccn3)o2)cc1	-3%	1%	i	5.1%	-0.7%	1.3%[50 µM]	-3.1%	-0.5%	16	1
COC(=O)[C@H](C)NC(=O)Nc1ccc(OC(F)(F)F)cc1	5%	-3%	i	0.8%	-0.2%	0.9%	-1.2%	-2.3%	-22	1
O=C(Cc1csc(Nc2nc(=S)[nH]c3ccccc23)n1)N1CCN(c2cccc(Cl)c2)CC1	-1%	-7%	i	-0.1%	-1.1%	0.0%	0.4%	-4.4%	10	11
C/C(=N\Nc1ccc(S(=O)(=O)Nc2ccccc2)cc1[N+](=O)[O-])c1ccc(N2CCOCC2)cc1	8%	-2%	i	2.0%	-0.7%	-0.1%	0.4%	-0.6%	22	6
COc1ccccc1N1CCN(/N=C/c2ccc(OC)c(OC)c2OC)CC1	2%	1%	i	0.6%	-0.4%	0.5%	0.8%	-0.5%	3	2
COC(=O)Cn1c2c(c3cc(C)ccc31)CCCC2NC(C)c1ccccc1 (stereo unspecified)	3%	14%	i	1.1%	0.2%	-1.1%	·	·	·	·
Nn1c(SCC(=O)N2CCN(S(=O)(=O)c3ccccc3)CC2)nnc1-c1cccs1	4%	0%	i	1.2%	0.1%	-0.3%	-1.4%	-1.5%	-1	-5
COc1cccc(CN(C)C(=O)C23CC4CC(CC(NC(C)=O)(C4)C2)C3)c1OC	-3%	13%	·	1.0%	-1.2%	1.0%[50 µM]	·	·	·	·
COc1ccc(S(=O)(=O)NCC(c2ccc3c(c2)OCO3)N2CCOCC2)cc1C (stereo unspecified)	-10%	14%	·	-0.5%	·	0.1%[50 µM]	·	·	·	·
CCc1ccccc1NC(=O)CC1CS(=O)(=O)CC1CC(=O)Nc1ccccc1CC (stereo unspecified)	1%	2%	i	1.2%	-0.6%	-0.1%	3.2%	-2.1%	-1	12
COc1ccc(C)cc1NC(=O)Cn1cnc2sc(C)c(S(=O)(=O)N3CCOCC3)c2c1=O	-2%	-3%	i	1.5%	0.3%	0.3%	0.4%	-3.8%	-5	2
CCCCCCN=C(C)C1=C(O)C(C(=O)OC)C(C)(C)CC1=O (stereo unspecified)	-3%	-2%	i	1.8%	-0.1%	-0.3%	-0.4%	-5.4%	-2	2
CCCc1[nH]n(-c2ccc(F)cc2)c(=O)c1C=NCC1CCCO1 (stereo unspecified)	-1%	21%	·	2.0%	·	-0.3%	-2.0%	0.6%	-1	13
CCOC(=O)c1c(N)sc(C(=O)N(C)C)c1CN1CCOCC1	7%	5%	i	0.3%	0.1%	2.7%	-1.7%	-9.8%	10	23
CC1CCCCC1NC(=O)CCNS(=O)(=O)c1cc(Br)cnc1N (stereo unspecified)	-6%	7%	·	1.9%	-0.8%	-0.2%	·	·	·	·
CCOC(=O)c1ccc(N2CN(C3CCCCC3)CNC2=S)cc1	-7%	13%	i	-1.1%	0.4%	1.6%[50 µM]	0.6%	-8.2%	-8	-21
CC1CCN(C(=O)NC(=O)c2ccccc2)CC1	-4%	14%	·	1.4%	-0.2%	1.1%[50 µM]	·	·	·	·
CCOc1c(Br)cc(CNc2ccc3c(c2)OCCO3)cc1OC	1%	17%	i	3.5%	-0.1%	-0.7%	0.0%	-2.4%	-4	-11
O=C(COC(=O)[C@@H]1CCCN1S(=O)(=O)c1ccc(Cl)cc1)NC12CC3CC(CC(C3)C1)C2	-4%	-5%	i	3.0%	-0.4%	2.1%	-0.4%	-5.0%	45	10
CCOC(=O)c1c(NC(=O)CSc2c[nH]c3ccccc23)sc2c1CCCC2	0%	6%	i	4.0%	0.6%	-1.0%	1.9%	-9.1%	14	-11
Oc1ccccc1-c1cc(-c2ccccc2)no1	0%	3%	i	15%	-0.4%	2.8%	-3.3%	-3.7%	-6	-13
COC(=O)c1ccc(Nc2ccc3nonc3c2[N+](=O)[O-])cc1	-2%	5%	·	1.3%	0.9%	0.2%	·	·	·	·
COc1ccc(NC(=S)N(CCc2c(C)[nH]c3ccc(C)cc23)Cc2cccnc2)cc1	1%	10%	·	4.3%	·	0.5%	-0.1%	1.3%	-17	-13
CN1CCN(Cc2nc3ccccc3c(=O)n2Cc2nc(-c3cccc([N+](=O)[O-])c3)cs2)CC1	·	37%	i	·	?	·	-2.7%	-20%	34	17
COc1ccnc(CS(=O)c2nc3cc(OC(F)F)ccc3[nH]2)c1OC (stereo unspecified)	·	17%	i	4.8%	-0.3%	·	·	·	·	·
Cc1cccc(COCC(Cc2ccccc2)N2CCN(C(=O)c3ccc(C(F)(F)F)cc3)CCC2=O)c1 (stereo unspecified)	-8%	9%	i	6.3%	-1.1%	-1.9%	-2.2%	-10%	42	-11
O=S(=O)(CC12C3C4C5C1C2C(Br)(C43)C51OCCO1)c1ccccc1 (stereo unspecified)	0%	-1%	i	0.9%	-0.1%	0.1%	2.1%	-5.0%	14	15
COc1ccccc1CC(=O)NCCc1ccc(S(N)(=O)=O)cc1	-1%	4%	i	0.8%	-0.4%	-1.2%	0.8%	-3.0%	-4	4
CCCc1nc(-c2ccccc2)c(-c2ccc(OC)c(OC)c2)c(=O)[nH]1	1%	4%	·	0.5%	-0.6%	0.2%	·	·	·	·
CCc1ccc(NC(=O)C2=CC(c3ccc(OC)cc3)=NS(=O)(=O)N2C)cc1	-1%	5%	·	7.9%	-0.8%	12%	·	·	·	·
O=C(Cc1ccsc1)N1CCN(S(=O)(=O)c2cccc(F)c2)CC1	4%	12%	·	-0.7%	·	0.8%[50 µM]	·	·	·	·
O=C(Nc1ccccc1)c1cccnc1NCCc1ccccc1	-1%	-1%	i	2.7%	-1.8%	-0.5%	-1.0%	-1.4%	19	2
OCC1(Cc2ccc(Cl)cc2)CCN(Cc2ccc(Oc3ncccn3)cc2)CC1	·	26%	i	-2.6%	0.7%	·	2.2%	-4.4%	-7	-3
CCC(=O)N1CCc2cc(S(=O)(=O)CCC(=O)NCCc3ccccc3)ccc21	-2%	0%	i	1.1%	-0.6%	-0.1%	-0.6%	-2.7%	-6	-3
c1ccc(-c2ccc(C3CCCN3)cc2)cc1 (stereo unspecified)	-6%	6%	i	0.2%	-1.5%	0.2%	·	·	·	·
CCn1nc(C)c(Br)c1-c1nc(CS(=O)(=O)c2ccsc2)no1	·	16%	i	0.4%	-0.5%	·	·	·	·	·
COC(=O)c1ccc(C(c2c(N)n(Cc3ccccc3)c(=O)n(C)c2=O)N2CCOCC2)cc1 (stereo unspecified)	-11%	-2%	i	0.1%	-0.7%	0.1%	-2.4%	-7.7%	11	1
Cc1nc2c(ncn2-c2ccccc2)c(=O)n1NC(=O)CN1CCCC1	-6%	9%	i	1.2%	0.4%	-0.2%	·	·	·	·
